TNAP activation fold – human TNAP enzyme activators, primary screen, biochemical, luminescent, no phosphate acceptor, uHTS (AID 1001). 200,000 compounds, 0.03% hits. one-dose activation fold at 20 µM; EC50 in µM for titrated hits. purified TNAP, luminescent activation assay, no phosphate acceptor; higher activation fold means a stronger effect; in the data active means activation fold from about 3, or a potency from the dose series; inactive means the rest, 99 in 100 with activation fold below about 1.6; further: many of its hits are not listed in these tables
WT yeast gro inh – growth inhibition of WT yeast, mitochondrial fusion screen; mitochondrial fusion phenotypic screen, WT strain; inhibition, % at 10 µM; 190,000 compounds, 2.1% hits; AID 1362; in the data active means inhibition above about 58%; tested in S. cerevisiae
SIAH1 antagonists – blockers of Siah-1 interaction with plectin peptide – biochemical, fluorescence polarization, rhodamine-plectin, uHTS, primary screen (AID 1817); Siah-1 / rhodamine-plectin peptide fluorescence polarization; higher % means a stronger effect; one-dose displacement, % at 20 µM; IC50 in µM for titrated hits; 290,000 compounds, 0.02% hits;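 active means displacement of at least 50% at 20 µM, with a fluorescence ratio check between 0.3 and a set limit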;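 further: plate controls were Siah plus tracer with DMSO for no effect and tracer alone without Siah for full effect; strong numbers were not always called active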
XIAP antagonists – small molecules displacing peptide from XIAP – biochemical, IAP family, fluorescence polarization (AID 1018); 200,000 compounds, 0.007% hits; displacement, % at 20 µM, or IC50 in µM where a hit was titrated; XIAP BIR domain, fluorescence polarization peptide displacement; higher % means a stronger effect; in the data active means displacement above about 50%; further: a part of the inactive calls stands beside numbers as strong as those of hits
Salmonella PhoP GFP – PhoP-dependent GFP reporter repression – Salmonella Typhimurium, primary screen (AID 1863); 300,000 compounds, 0.16% hits; one-dose inhibition, % at 50 µM; IC50 in µM for titrated hits; S. Typhimurium PhoP-regulated promoter GFP reporter, 4 h; higher % means a stronger effect;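 active means inhibition over 29.93%, a cutoff 3 SD above the screen mean, later confirmed by dose response; inconclusive means inhibition over 29.93% but no dose response follow-up; inactive means inhibition at most 29.93% or unconfirmed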;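 further: 0% = low Mg2+ inducing control and 100% = high Mg2+ repressing control; strong numbers were not always called active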
Myeloid diff MLP – promotes myeloid progenitor differentiation | ER-HoxA9 myeloid progenitors, lysozyme-GFP differentiation, flow cytometry | calls only at 10 µM | 360,000 compounds, 1% hits | AID 624256;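 active means normalized GFP-positive differentiation at or above the plate's own cutoff, the solvent-only control mean plus 3 SD; inconclusive means no clear call, values can overlap the other calls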;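 further: cells exposed to compound for four days before flow analysis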
human PMI inhibitors – human PMI inhibitors, high substrate, primary screen, biochemical, fluorescence intensity, high mannose 6-phosphate (AID 1220); inhibition, % at 20 µM; hits with a dose series show IC50 in µM; recombinant PMI enzyme, coupled fluorescence intensity; higher % means a stronger effect; 190,000 compounds, 0.66% hits
RSV CPE inhibition – RSV antiviral activity via CPE protection, HEp-2 cells, primary 10 µM value included (AID 2391) | CPE inhibition, % at 10 µM, or IC50 in µM where a hit was titrated | 310,000 compounds, 0.13% hits | HEp-2 cells, RSV-induced CPE inhibition; higher % means a stronger effect; in the data active means a potency from the dose series; inconclusive means CPE inhibition mostly from about 23% at the one dose, without a potency; inactive means the rest, 99 in 100 with CPE inhibition below about 21%; further: strong numbers were not always called active
PMI inhibitors – inhibitors of human PMI, primary screen, biochemical, fluorescence intensity, coupled assay (AID 1209); purified PMI enzyme, coupled fluorescence intensity; higher % means a stronger effect; one-dose inhibition, % at 20 µM; IC50 in µM for titrated hits; 190,000 compounds, 0.42% hits;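 further: plate controls were DMSO vehicle for no effect and wells lacking substrate for full effect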
WT yeast gro inh mutant strain – further read-out of WT yeast gro inh, marked with its call; inhibition, %; mitochondrial fusion phenotypic screen, mutant strain inhibition
Myeloid diff MLP GFP+ MAC1+ % – further read-out of Myeloid diff MLP, marked with its call; GFP+ MAC1+ double positive, %; measured here: differentiation confirmed by MAC1 staining
An asterisk follows results filed as active; i = inactive; ? = inconclusive; . = no result given; & = joins results of further samples. Unless noted, no stated cut-off is given here; in the data, active means inhibition above about 50%; inactive means the rest.

The line under a structure holds: TNAP activation fold	WT yeast gro inh	WT yeast gro inh mutant strain	SIAH1 antagonists	XIAP antagonists	Salmonella PhoP GFP	Myeloid diff MLP	Myeloid diff MLP GFP+ MAC1+ %	human PMI inhibitors	RSV CPE inhibition	PMI inhibitors
> Cc1ccsc1/C=N/n1c(-c2cccnc2)n[nH]c1=S
    0.8	15	27	1%	-2.2%	-6%	i	1.2	-1%	-0.8%	3%
> CCNC(=S)N1CCn2cccc2C1c1ccc(F)cc1 (stereo unspecified)
    1.1	0	14	-1%	0.2%	3%	i	0.2	20%	-1.5%	13%
> COc1ccc(NC(=O)CN(C)S(=O)(=O)c2cccc3cccnc23)cc1
    1	9	4	0%	-19%	-2%	i	2.9	9%	0.4%	7%
> CCc1ccc(N=CC2=C(O)CC(c3ccco3)CC2=O)cc1 (stereo unspecified)
    1.1	7	21	-1%	-3.5%	-11%	i	0.6	-9%	0.8%	-8%
> C=CCc1ccc(OCC(O)COc2ccc(CC=C)cc2OC)c(OC)c1
    1.1	9	4	7%	-7.2%	10%	i	0.2	12%	4.7%	16%
> CCOC(=O)Cc1csc(NC(=O)CN2CCCCC2)n1
    .	.	.	2%	.	-2%	i	0.2	.	1.8%	.
> COCc1ccc(CN2CCC(CO)(CC3CCCCO3)CC2)o1 (stereo unspecified)
    1.1	8	14	1%	-3.8%	4%	i	0.5	1%	0.5%	1%
> CC1CCCN(C(=O)c2ccncc2)C1 (stereo unspecified)
    1.1	4	-6	0%	-0.8%	1%	i	0.7	5%	0.3%	8%
> Cc1ccc(SCc2cc(=O)[nH]c(N3CCN(Cc4ccccc4)CC3)n2)cc1
    1	1	-2	1%	-3.9%	3%	i	0.5	9%	1.8%	12%
> COc1ccc(-n2nc3c(=O)[nH][nH]c3cc2=O)cc1
    1	24	21	0%	-5.1%	-9%	i	0.5	26%	2.4%	-13%
> O=C(O)c1cc(N=Nc2c(O)ccc3ccccc23)cc(C(=O)O)c1
    0.6	16	11	-10%	-4.6%	7%	i	0.2	29%	.	16%
> CCCC(C)c1nnc(NC(=O)COc2ccc3c(c2)OCO3)s1 (stereo unspecified)
    .	.	.	3%	.	-2%	i	2.9	.	6.1%	.
> Cc1cc(C(=O)N2CCN(S(=O)(=O)c3ccccc3)CC2)c(C)o1
    .	.	.	-4%	.	-4%	i	0.8	.	0.8%	.
> CCNc1nc(Oc2ccc(C(=O)OC)cc2)nc(N2CCOCC2)n1
    .	.	.	-2%	.	19%	i	1.2	.	-0.2%	.
> C/C(=N\O)C(=O)NCCN1CCCCC1
    1.1	0	-8	-2%	-1.6%	-5%	i	1.9	6%	3.1%	2%
> CCCn1c(C)cc(C(=O)COc2ccc(-c3nnco3)cc2)c1C
    1.1	-5	-6	-6%	-9.9%	4%	i	0.0	0%	?	-3%
> CC(C)=CC1C(C(=O)NCCOc2ccccc2)C1(C)C (stereo unspecified)
    .	.	.	-5%	.	1%	i	1.0	.	10%	.
> COC(=O)C1=C(C)n2nnnc2NC1c1cc2ccccc2o1 (stereo unspecified)
    1.1	-7	-15	2%	-2.7%	6%	i	0.6	-1%	2.8%	2%
> C=CCNC(=O)N1CCc2[nH]c3ccc(F)cc3c2C1
    .	.	.	10%	.	1%	i	0.4	.	1.3%	.
> COc1cccc(CNc2ccc3[nH]c(=O)[nH]c3c2)c1OCc1ccccc1Cl
    .	.	.	-2%	.	7%	i	0.6	.	6.5%	.
> CC(C)=CCCC(C)CN1CCC(N2CCC(C(=O)N3CCCC3)CC2)CC1 (stereo unspecified)
    1	6	4	-4%	-4.9%	-1%	i	0.5	-4%	-1.2%	7%
> C=CCNC(=O)C1=NN(c2c(F)c(F)cc(F)c2F)C(=O)CC1
    .	.	.	2%	.	-1%	i	1.0	.	0.1%	.
> CCOC(=O)c1ccc(NC(=O)CCOc2ccccc2)cc1
    1.1	.	.	-1%	-16%	6%	i	1.4	8%	0.4%	9%
> CN(C)CCCN1c2ccccc2CCc2ccccc21
    1	13	3	-3%	-4.2%	6%&7%	i	1.8	5%	1.4%	4%
> COc1ccc(OCC(O)CNC(=O)c2c(-c3ccccc3)noc2C)cc1 (stereo unspecified)
    .	.	.	9%	.	-11%	i	0.2	.	2.8%	.
> CCOC(=O)c1n[nH]c(=O)c2ccccc12
    1	2	5	7%	-4.1%	-1%	i	0.1	7%	0.6%	5%
> Cn1c(-c2cc3ccc(OC(=O)C(C)(C)C)cc3oc2=O)nc2ccccc21
    1.1	12	2	5%	-0.7%	9%	i	0.9	2%	-0.2%	3%
> COc1cc(/C=C2/C(=N)N3N=C(CC(=O)N4CCOCC4)SC3=NC2=O)ccc1OCc1ccccc1F
    .	.	.	4%	.	-13%	i	1.7	.	4.0%	.
> COc1ccc(NC(=S)NCCc2ccccc2OC)c(OC)c1
    1	37	-17	-2%	-24%	23%	i	0.7	1%	2.8%	11%
> O=C(c1ccc(S(=O)(=O)N2CCCCC2)cc1)N(c1ccccn1)C1CCCCC1
    .	.	.	9%	.	-9%	i	0.2	.	0.4%	.
> O=[N+]([O-])c1ccc(C=Nc2ccc(Cl)c([N+](=O)[O-])c2)s1
    1	14	39	0%	-5.6%	-8%	.	.	20%	.	5%
> O=C(NCCS(=O)(=O)c1ccc(Cl)cc1)c1ccc(F)cc1
    1	19	-13	6%	-3.6%	6%	i	0.2	-3%	-0.4%	-7%
> COc1ccc(CCNC(=O)CCNS(=O)(=O)c2cccc(Cl)c2)cc1OC
    1.1	-6	-4	-6%	-13%	6%	i	0.6	46%	0.6%	-6%
> CCOc1ccccc1CN1CCN(CC2CC2)CC1CCO (stereo unspecified)
    .	.	.	5%	.	8%	i	0.9	.	-0.5%	.
> COc1ccc(-c2nnn3c2nc(NCc2ccccc2)c2ccccc23)cc1
    1.3	-7	7	18%	-3.1%	-1%	i	0.8	4%	2.8%	-8%
> Cc1cc(C(F)F)n2nc(C(=O)Nc3cc(C)on3)nc2n1
    0.9	-5	5	5%	-4.1%	7%	i	0.6	-3%	0.6%	1%
> C=CCn1c(COc2ccccc2)nnc1SCC(=O)Nc1ccc2c(c1)OCCO2
    1.1	-3	-11	2%	-0.7%	-1%	i	0.7	12%	1.9%	14%
> Cc1nc(-c2ccccc2)nc(Cl)c1Cl
    1.1	-1	-9	9%	-8.6%	5%	i	0.2	-5%	0.8%	-4%
> O=C(CSc1nnc(CNC(=O)c2cccc(C(F)(F)F)c2)o1)NCc1ccco1
    .	.	.	3%	.	2%	i	1.9	.	0.2%	.
> FC(F)(F)c1nc(SCc2ccc(Cl)cc2Cl)n[nH]1
    .	.	.	7%	.	2%	i	0.8	.	7.2%	.
> N#CC1=C2SCN(Cc3ccco3)CN2C(=O)CC1c1cccc2ccccc12 (stereo unspecified)
    1	-6	-2	0%	-3.7%	-13%	i	1.5	69%*	-0.3%	55%*
> O=C(OCn1nnc2ccccc2c1=O)C1COc2ccccc2O1 (stereo unspecified)
    1.1	-15	-25	9%	0.0%	-3%	i	0.6	13%	0.6%	12%
> COc1ccc(Cc2nc(C(=O)Nc3ccccc3)cs2)cc1
    1.1	.	.	0%	-1.6%	-3%	i	0.3	7%	1.1%	7%
> COc1cc(OC)cc(C(=O)NCc2n[nH]c(=S)n2-c2ccccc2)c1
    0.9	9	14	-2%	-6.8%	-8%	i	2.7	-15%	0.8%	-16%
> O=[N+]([O-])c1ccc(O)c(C=Nc2ccc3c(c2)OCO3)c1
    .	.	.	-5%	.	-1%	i	0.6	.	2.0%	.
> O=C(/C=C/c1ccco1)NCCCN1CCOCC1
    1	-21	11	1%	-2.1%	-7%	i	0.2	16%	-0.2%	8%
> Nc1nc(N)nc(-c2ccc(Cl)cc2)n1
    1.1	9	12	3%	-7.4%	26%	i	3.3	-5%	0.3%	-4%
> COc1ccc(S(=O)(=O)N2CCOc3ccccc32)cc1
    .	.	.	3%	.	1%	?	.	.	-0.5%	.
> CCn1c(O)c(/C=C2\C=NN=C2c2ccccc2)sc1=S
    .	.	.	5%	.	-6%	i	0.3	.	2.2%	.
> CCOc1ccc(-c2cc(C(=O)Nc3ccc4c(c3)OCCO4)c3ccccc3n2)cc1
    1.1	29	35	2%	-6.4%	-9%	i	0.7	13%	5.2%	9%
> Cc1cc(NS(=O)(=O)c2ccc(C3CCCCC3)cc2)no1
    1	1	10	3%	-10%	-6%	i	6.3	1%	12%	6%
> Cc1cc([N+](=O)[O-])nn1CC(=O)N1c2ccccc2CC1C (stereo unspecified)
    1.1	5	1	2%	-2.4%	-4%	i	0.0	-4%	1.9%	-6%
> O=C(/C=C1\NC2(CCCC2)Cc2ccccc21)C(=O)N/N=C/c1ccccc1O
    1.7	-9	14	-7%	-6.3%	18%	?	.	-22%	5.9%	-12%
> Cc1cc(C)n2nc(C(=O)N3CCN(Cc4ccc5c(c4)OCO5)CC3)nc2n1
    1.1	-15	5	1%	-8.2%	-8%	i	0.6	1%	0.5%	3%
> CCOC(=O)N1CCC(NC(=O)c2cc(COc3ccc(F)cc3Cl)on2)CC1
    .	.	.	-7%	.	3%	i	0.9	.	0.0%	.
> CC(CN1CCCC1)OC(=O)C(c1ccccc1)c1ccccc1 (stereo unspecified)
    .	.	.	0%	.	0%	i	0.7	.	0.0%	.
> COc1ccc(NS(=O)(=O)c2ccc(N3CCOCC3)c(NC(=O)c3ccc(OC)cc3)c2)cc1
    1.1	0	-9	5%	12%	0%	i	0.1	8%	6.7%	10%
> O=C(Nc1ccc2c(c1)OCO2)C1CCCN(S(=O)(=O)Cc2ccccc2)C1 (stereo unspecified)
    1.1	13	18	2%	-7.7%	-10%	i	1.1	-14%	2.8%	1%
> CC(=O)Nc1nnc(CCS(=O)(=O)c2ccc(C)c(C)c2)s1
    1.1	-4	-9	0%	-3.9%	6%	i	0.5	-8%	-0.3%	-1%
> CN(Cc1ccccc1)S(=O)(=O)c1csc(C(N)=O)c1
    .	.	.	-2%	.	-3%	i	0.6	.	7.6%	.

Profiles from above.
C/C(=N\O)C(=O)NCCN1CCCCC1 is listed with TNAP activation fold: 1.1; WT yeast gro inh: 0; WT yeast gro inh mutant strain: -8; SIAH1 antagonists: -2%; XIAP antagonists: -1.6%; Salmonella PhoP GFP: -5%; Myeloid diff MLP: i; Myeloid diff MLP GFP+ MAC1+ %: 1.9; human PMI inhibitors: 6%; RSV CPE inhibition: 3.1%; PMI inhibitors: 2%
O=C(NCCS(=O)(=O)c1ccc(Cl)cc1)c1ccc(F)cc1 is listed with TNAP activation fold: 1; WT yeast gro inh: 19; WT yeast gro inh mutant strain: -13; SIAH1 antagonists: 6%; XIAP antagonists: -3.6%; Salmonella PhoP GFP: 6%; Myeloid diff MLP: i; Myeloid diff MLP GFP+ MAC1+ %: 0.2; human PMI inhibitors: -3%; RSV CPE inhibition: -0.4%; PMI inhibitors: -7%

High-throughput results from PubChem BioAssay.
